Assay outcomes from PubChem BioAssay.
AHR act = activators of human aryl hydrocarbon receptor. AHR-responsive luciferase reporter cells, luminescence. activation, % at 5 µM. P35869. 320,000 compounds, 2.5% hits. AID 2796; in the data active means activation above about 47%;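 further: 0% = vehicle wells and 100% = reference agonist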
MCL1 BIM primary = disrupts human MCL1 binding to BIM-BH3 peptide; AID 2057; GST-MCL1 / FITC-Bim-BH3 fluorescence polarization; 320,000 compounds, 0.68% hits; inhibition, % at 10.9 µM; Q07820;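 active means inhibition above the mean inhibition of all tested compounds plus 3 SD, set per campaign, cut at about 40% in these data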;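 further: 0% = DMSO wells and 100% = unlabeled Bim-BH3 peptide control; higher means more loss of mP so more displacement of Bim peptide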
Target sequence (Q07820 whole entry, looked up): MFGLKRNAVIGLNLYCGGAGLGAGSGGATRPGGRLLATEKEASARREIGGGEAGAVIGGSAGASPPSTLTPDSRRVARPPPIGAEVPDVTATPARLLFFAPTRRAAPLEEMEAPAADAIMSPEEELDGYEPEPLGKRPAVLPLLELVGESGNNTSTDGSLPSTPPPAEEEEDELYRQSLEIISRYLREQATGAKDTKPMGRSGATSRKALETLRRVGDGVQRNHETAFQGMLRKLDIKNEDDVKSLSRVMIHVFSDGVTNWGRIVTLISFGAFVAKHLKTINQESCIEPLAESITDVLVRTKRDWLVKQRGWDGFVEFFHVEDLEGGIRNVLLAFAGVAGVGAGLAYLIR
pPAFAH FP inh = inhibitors of human plasma PAF acetylhydrolase (pPAFAH). recombinant pPAFAH, FP-rhodamine probe fluorescence polarization. inhibition, % at 3.39 µM. 330,000 compounds, 1.5% hits;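 active means inhibition above the mean inhibition across the screen plus 3 SD, cut at about 25% in these data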;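 further: inhibitors block binding of the rhodamine activity-based probe so polarization drops; 0% = enzyme with DMSO and 100% = wells lacking pPAFAH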
BCLXL inh = inhibitors of human Bcl-xL; Q07817; GST-Bcl-xL / FITC-Bim BH3 peptide fluorescence polarization; inhibition, % at 10.9 µM; 320,000 compounds, 0.7% hits;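 active means inhibition above the mean of all tested compounds plus 3 SD, cutoff set per campaign, cut at about 30% in these data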;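 further: 0% = DMSO wells and 100% = unlabeled Bim-BH3 peptide competitor; inhibitors lower millipolarization by displacing the labeled peptide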
GLD-1 TGE inh = GLD-1-TGE RNA interaction inhibition (C. elegans); inhibition, % at 5.96 µM; purified GLD-1 + fluorescein TGE RNA, fluorescence polarization; 320,000 compounds, 0.44% hits; Q17339;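 active means percent inhibition above a per-plate cutoff, the plate mean of test compounds plus 3 SD, cut at about 30% in these data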;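 further: 0% = DMSO wells with GLD-1 and probe and 100% = wells lacking GLD-1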
MEX-5 binding = C. elegans MEX-5 TCR-2 RNA binding activity; Q9XUB2; AID 1832; MEX-5/FITC-TCR2 RNA binding, fluorescence polarization; stronger effect = lower value; 300,000 compounds, 0.38% hits; activity score (negative = inhibition of binding), % at 10 µM;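 active means inhibition past about -25% in most replicates, and total fluorescence under double the plate's negative control median, limit read from the data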;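 further: 0% = DMSO and -100% = 5 µM competing unlabeled TCR2 RNA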
PAFAH1B2 FP inh = blocks human PAF acetylhydrolase 1b catalytic subunit 2 | 340,000 compounds, 1.2% hits | recombinant PAFAH1B2, FP-rhodamine activity probe, fluorescence polarization | inhibition, % at 3.39 µM | AID 492953 | P68402;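 active means inhibition above the mean of all tested compounds plus 3 SD, cut at about 24% in these data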;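 further: 0% = enzyme with DMSO and 100% = wells lacking PAFAH1B2; many of its hits are not listed in these tables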
Target sequence (P68402 whole entry, looked up): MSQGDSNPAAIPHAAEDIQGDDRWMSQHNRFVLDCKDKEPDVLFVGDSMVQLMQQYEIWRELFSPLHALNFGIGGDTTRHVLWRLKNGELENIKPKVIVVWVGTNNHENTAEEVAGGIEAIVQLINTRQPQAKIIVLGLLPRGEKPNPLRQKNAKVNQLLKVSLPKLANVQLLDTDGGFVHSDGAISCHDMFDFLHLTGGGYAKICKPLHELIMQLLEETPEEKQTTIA
PME-1 primary = PME-1 (human) inhibition; Q9Y570; recombinant PME-1, FP-Rh probe fluorescence polarization; inhibition, % at 5.9 µM; 320,000 compounds, 0.53% hits; AID 2130;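 active means inhibition above the campaign mean of all compounds plus 3 SD, cut at about 26% in these data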;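 further: competitive labeling of PME-1 active site by serine hydrolase directed probe; 0% = PME-1 with DMSO and 100% = wells lacking PME-1 enzyme; inhibitors block probe labeling so polarization falls and inhibition rises; many of its hits are not listed in these tables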
Target sequence (Q9Y570 whole entry, looked up): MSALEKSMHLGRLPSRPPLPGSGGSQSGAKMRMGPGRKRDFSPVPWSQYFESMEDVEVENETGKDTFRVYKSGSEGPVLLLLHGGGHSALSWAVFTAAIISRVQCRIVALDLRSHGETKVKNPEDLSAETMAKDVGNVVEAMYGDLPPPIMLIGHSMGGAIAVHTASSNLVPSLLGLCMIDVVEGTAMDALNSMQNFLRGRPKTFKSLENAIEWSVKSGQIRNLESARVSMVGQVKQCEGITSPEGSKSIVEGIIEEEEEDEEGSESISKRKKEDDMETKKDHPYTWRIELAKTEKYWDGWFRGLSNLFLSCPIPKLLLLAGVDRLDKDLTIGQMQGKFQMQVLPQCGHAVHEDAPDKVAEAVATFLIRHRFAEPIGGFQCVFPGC
Fam108B inh = counter-screen for RBBP9 inhibitors: inhibitors of mouse Fam108B; recombinant Fam108B, FP-Rh probe fluorescence polarization; inhibition, % at 9.51 µM; 300,000 compounds, 0.33% hits; AID 1947;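 active means inhibition above the screen mean inhibition plus 3 SD, computed separately per campaign, cut at about 18% in these data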;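 further: inhibitors lower polarization as less probe binds the enzyme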
An asterisk follows results filed as active; / = not tested or not shown. A portion of the library; the hit share may differ from the screen's.

SMILES	AHR act	MCL1 BIM primary	pPAFAH FP inh	BCLXL inh	GLD-1 TGE inh	MEX-5 binding	PAFAH1B2 FP inh	PME-1 primary	Fam108B inh
CCN(CC)S(=O)(=O)c1ccc(S(=O)(=O)N2CCCC2)cc1	0	-8	-7	-1	-3	-0.9	0	0	-3
COc1cc(NC(=O)c2cc3c(CO)cnc(C)c3oc2=Nc2cccc(C(N)=O)c2)cc(OC)c1	7	-3	9	3	2	1.0	-2	1	-6
COc1ccccc1NC(=S)NC1CC2CCC1C2 (stereo unspecified)	-2	5	0	6	6	2.0	3	1	2
Cc1cccc(-c2nc3ccccc3c(=O)n2NC(=S)N(C)C)c1	2	3	3	8	2	-3.1	1	-2	-1
O=S(=O)(c1ccccc1)c1nc(-c2cccs2)oc1NCC1CCCO1 (stereo unspecified)	3	7	1	7	0	-0.7	0	7	0
Cc1c(C)n(Cc2ccccc2)c2ncnc(NCCCO)c12	-1	-3	5	0	10	0.8	5	-2	-1
CC(Sc1nnc2ccccn12)C(=O)Nc1ncc(Cl)cc1Cl (stereo unspecified)	2	0	3	-4	3	-0.8	6	0	0
CC(=O)c1cccc(NC(=O)c2ccc(Br)o2)c1	26	-3	-11	-3	9	-0.1	2	-4	-7
Cc1ccc(C2C=C(c3ccccc3OC(F)F)Nc3ncnn32)cc1 (stereo unspecified)	8	5	7	18	3	1.3	7	0	-4
CC(C)(C)OC(=O)[C@H](CCCCN)NC(=O)c1nc[nH]c1C(=O)N[C@@H](CCCCN)C(=O)OC(C)(C)C	-2	/	-3	/	2	/	4	/	/
COc1cc(OC)c(C(=O)Nc2cccc(C(C)=O)c2)cc1OC	3	2	3	3	-5	0.2	5	-2	-3
O=C1N=c2ccccc2=C1c1c(O)[nH]c2c(C(F)(F)F)cccc12	29	-1	5	2	0	2.4	-2	4	-2
CS(=O)(=O)N(CC(=O)N1CCCC1)c1ccccc1F	2	-10	0	0	1	2.4	1	-3	-4
Cc1cc(Nc2ccccc2)n(CCC#N)n1	-1	4	2	5	1	1.4	1	-10	0
COc1cc(C(=O)N(Cc2cccnc2)Cc2cc3cc4c(cc3[nH]c2=O)OCCO4)cc(OC)c1OC	12	10	2	3	9	0.6	1	-7	-2
COc1cc(OC)c(OC)cc1CN1CCN(Cc2cccc(F)c2)CC1	-1	-1	9	-5	5	-1.2	7	-2	1
CC(=O)c1cccc(NS(=O)(=O)N(C)C)c1	2	10	1	6	10	1.4	4	-5	1
CCOCCCNC(=O)Cc1ccc(Br)cc1	1	1	5	-1	1	-1.4	8	-1	-2
N#CC(c1ccc(O)cc1)N1CCCCC1 (stereo unspecified)	-4	-3	3	-3	1	-1.9	4	-3	-2
O=C(NC1CCCCC1)Sc1ccc(Cl)cc1	0	5	5	0	-2	0.2	1	-1	-1
O=C(COC(=O)/C=C/c1ccccc1Cl)NC(=O)NCc1ccccc1	-1	6	6	6	3	/	3	-2	/
Cc1nnc(SCC(=O)N2c3ccccc3Sc3ccccc32)n1N	-1	-3	-2	-2	0	-0.8	1	4	1
O=C(CCn1nc(-c2ccc(Cl)cc2)ccc1=O)NCc1ccccn1	7	12	-1	7	6	1.5	4	-10	-4
CC(=O)c1c(C)[nH]c(C(=O)NCCc2c[nH]c3ccccc23)c1C	9	5	2	3	-1	1.2	4	1	-3
CN(C)c1ccc(NC(=O)CN2CCN(S(=O)(=O)c3cc(Cl)ccc3Cl)CC2)cc1	4	3	11	17	0	1.6	6	-1	-1
Carrying on:
SMILES	AHR act	MCL1 BIM primary	pPAFAH FP inh	BCLXL inh	GLD-1 TGE inh	MEX-5 binding	PAFAH1B2 FP inh	PME-1 primary	Fam108B inh
Cc1c(C(=O)NN2CCN(C)CC2)cccc1[N+](=O)[O-]	0	-1	3	3	2	0.7	-1	5	-1
CN(Cc1ccccc1)C(=S)NC(=O)c1ccc(-c2ccccc2)cc1	-4	10	7	2	3	2.0	6	-1	-2
CN(C(=O)c1cc([N+](=O)[O-])ccc1N1CCCC1)C1CCCCC1	2	1	-1	1	3	0.2	2	-4	2
CSc1ccc(/C=N/Nc2ccc(Cl)c(C(=O)O)c2)cc1	12	1	5	7	4	-3.6	4	3	4
COc1ccc(OCC(=O)N2c3ccccc3CC2C)c([N+](=O)[O-])c1 (stereo unspecified)	12	/	4	/	1	/	4	/	/
CCn1c(C)c(C)c2cc(C(=O)NCCCN3CCOCC3)ccc21	12	2	-20	8	4	1.4	5	-57	-27
CC(=O)OCC1OC(n2ncc(=O)n(Cc3ccccc3)c2=O)C(OC(C)=O)C1OC(C)=O (stereo unspecified)	1	-2	1	-1	-2	-0.3	2	-3	-1
Cc1nn(-c2ccccc2)c2nc(-c3ccccc3)cc(C(=O)N3CCOCC3)c12	-3	4	4	2	-2	0.9	5	1	-4
O=C(CN(Cc1ccc(Cl)cc1)C(=O)CNS(=O)(=O)c1ccc(F)cc1)NCC1CCCO1 (stereo unspecified)	-2	-9	7	3	4	0.2	8	0	0
CCn1c(C)cc(/C=C2/NC(=O)N(c3ccccc3)C2=O)c1C	27	39	4	31*	19	0.0	2	3	6
Cc1ccc(CCNC(=O)Cc2ccc(NC3=NC4CS(=O)(=O)CC4S3)cc2)cc1 (stereo unspecified)	-1	-1	6	2	7	-2.4	9	0	1
CCOC(=O)c1c(C)[nH]c(C(=O)C(C)Cl)c1C (stereo unspecified)	4	1	4	7	0	1.6	6	-2	2
Cc1cc2c(c(=O)n1C)C(C(C)C)C(C#N)=C(N)O2 (stereo unspecified)	1	-1	0	6	-8	1.0	2	3	1
Cc1oc(-c2ccccc2Cl)nc1CS(=O)CC(=O)NCc1ccccc1Cl (stereo unspecified)	0	2	4	0	6	0.7	1	5	-5
c1ccc(C2=NNC(c3ccccn3)=NN2)nc1	11	8	3	8	1	-36*	0	-3	-2
CCOC(=O)N/N=C/c1cn(Cc2ccccc2Cl)c2ccccc12	18	-1	30*	2	7	-1.7	0	8	4
CCC(=O)Oc1ccc2c(C)cc(=O)oc2c1C	1	-2	4	9	4	-1.0	4	2	4
O=C(Nc1ccc2ccccc2c1)[C@@H]1C[C@H]1[C@@H](NP(=O)(c1ccccc1)c1ccccc1)c1ccccc1	8	-4	-8	1	4	/	-2	-29	-11
COc1ccccc1NC1=C(C)C(=O)CC1	4	8	-6	0	-1	-2.2	3	0	1
CCOC(=O)N1CCN(C(=O)c2cc3n(n2)C(C(F)(F)F)CC(c2ccc4c(c2)OCO4)N3)CC1 (stereo unspecified)	-1	2	2	6	-1	1.4	5	8	-2
O=C(NCCC1=CCCCC1)C(=O)NCC1OCCCN1S(=O)(=O)c1ccc(F)cc1 (stereo unspecified)	2	-6	7	-9	-1	-3.5	16	4	-5
Cc1ccc(Oc2c(CO)c(-c3ccccc3)nn2C)cc1	3	48*	0	2	9	0.9	0	2	-3
CCc1nnc(NS(=O)(=O)c2ccc(NC(=O)c3cccc([N+](=O)[O-])c3)cc2)s1	3	5	7	4	1	-3.7	-2	-7	-3
O=C(CCn1cccc1)NCc1ccc2c(c1)OCO2	1	7	3	0	2	0.6	-4	0	-3
CN(C)S(=O)(=O)c1ccc(N2CCCC2)c(C(=O)NNC(=O)COc2ccccc2F)c1	-1	-2	3	1	4	2.0	-1	0	1
(more compounds)
SMILES	AHR act	MCL1 BIM primary	pPAFAH FP inh	BCLXL inh	GLD-1 TGE inh	MEX-5 binding	PAFAH1B2 FP inh	PME-1 primary	Fam108B inh
O=[n+]1cc(-c2ccccc2)n([O-])c2c1CCCCC2	0	-2	-7	2	5	0.9	2	0	2
CN1CCN(C(=O)c2cc(-c3cccc(Cl)c3)on2)CC1	1	-1	4	1	1	1.4	4	2	-7
Cc1c(C(=O)N2CCN(c3ccccc3F)CC2)sc2ncn(CC(=O)N3CCOCC3)c(=O)c12	-1	2	3	4	-3	0.6	3	3	-6
CCN(C[C@H]1N[C@@](CC)(C(=O)OC)[C@H]2C(=O)N(C)C(=O)[C@@H]12)C(=O)COc1ccccc1	0	/	-6	/	2	/	6	/	/
CCOc1ccc(OCC(=O)Nc2ccc(S(=O)(=O)Nc3cc(C)nc(C)n3)cc2)cc1	2	2	7	2	1	-0.8	-6	2	0
COc1cc2nc(NCCCN3CCN(C)CC3)n3nc(-c4ccccc4)nc3c2cc1OC	11	-1	6	8	3	3.0	6	1	6
CCN(CC)C(=O)CSc1ccccc1N	8	1	-8	-2	-5	-3.6	-5	2	-6
Cc1cccc(CCNC(=O)CC2C(=O)NCCN2Cc2ccccc2C)n1 (stereo unspecified)	0	29	6	22	20	-5.7	-3	-2	4
CCCCCCCCCCSc1n[nH]c(N)n1	-3	4	13	1	-2	-1.3	9	2	0
CCOC(=O)c1csc(NC(=O)c2ccc(C#N)cc2)n1	2	-12	-5	-3	0	-2.5	-3	-3	-3
COc1ccc(/C=C(\C#N)C(=O)OCC(=O)NCc2ccco2)cc1	1	-7	-1	-6	5	-1.7	0	-5	1
C/C=C/C(=O)OCc1csc(CC(=O)Nc2ccccc2C)n1	-2	-16	0	-5	-4	-0.2	0	-3	-2
Cc1noc(C)c1C(=O)NCCc1ccc(Cl)cc1	-5	5	0	5	-5	0.2	11	2	3
O=C(c1cccc([N+](=O)[O-])c1)N1CCN(Cc2ccc3c(c2)OCO3)CC1	0	-1	3	0	0	-1.4	6	1	2
COc1ccc(-c2cc(C(=O)N3CCCCC3)c3ccccc3n2)cc1	21	7	-2	6	2	1.2	0	3	0
COc1cc(C(=S)N2CCCCC2)ccc1OCC(=O)Nc1ccc(F)cc1	0	11	2	5	2	-1.0	0	-1	3
O=C1CN(C(=O)OCc2ccccc2)c2ccccc2N1	18	-6	-2	2	-3	-1.0	3	4	7
CC(NC(=O)c1ccccc1Br)C1CC2CCC1C2 (stereo unspecified)	1	9	3	6	5	-0.1	/	-4	1
Cc1ccc(-c2cc(C(=O)N3CCN(C(=O)c4ccco4)CC3)[nH]n2)cc1C	25	2	7	7	2	1.0	-2	-6	1
COC(=O)CNC(=O)COc1ccccc1	-2	-7	2	-4	-3	2.3	-2	6	-3
CC(=O)N1CCN(C(=O)COC(=O)c2ccc(S(C)(=O)=O)cc2)CC1	1	/	1	/	1	/	0	/	/
Cc1cc(C(=O)N2CCOCC2)ccc1[N+](=O)[O-]	-2	3	1	4	-3	2.5	2	-1	-1
Cc1ccc(NC(=S)Nc2ccc3cn[nH]c3c2)cc1	6	22	7	13	1	0.0	1	1	5
COc1ccccc1N1CCN(c2ccc(N3C(=O)CCC3=O)cc2[N+](=O)[O-])CC1	2	2	-8	0	6	0.4	5	1	0
Cc1ccccc1C(=O)Nc1cccc(NC(=O)c2ccccc2[N+](=O)[O-])c1	6	12	9	6	-7	0.7	4	-9	-1
CC(=O)Nc1ccc(S(=O)(=O)NCC2CCC(C(=O)NC(C)c3ccc4c(c3)OCCO4)CC2)cc1 (stereo unspecified)	-2	5	1	7	0	-9.2	/	3	-1
CCOC(=O)NC(=O)/C(C#N)=C\NNc1ncc(C(F)(F)F)cc1Cl	0	6	-7	4	0	-0.6	6	-3	-2
C/C(=N\Nc1nc(C(C)(C)C)cs1)c1ccccc1	46	5	-7	-4	-2	-1.3	-1	-4	0
COc1cc(OC)c(NC(=S)Nc2cccc(C)c2)cc1Cl	-1	16	-2	6	0	-1.2	-5	6	0
